Screening results (PubChem BioAssay)
C1s inh: blocks human complement C1s protease activity | purified C1s, fluorogenic AMC substrate, pooled mixtures | P09871 | 62,000 tested, 0.16% active | mean inhibition % of two 10-compound mixtures (active compounds read high), % at 5 µM (by protocol);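 active = inhibition above 20% in each of the two 10-compound mixture wells holding the compound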;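 note: 0% = enzyme wells lacking compound mixture and 100% = no-enzyme blank wells; some compounds called inactive have numbers as strong as hits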
PKA inh: blocks human protein kinase A activity | P17612 | PKA Kemptide phosphorylation, Kinase-Glo ATP luminescence | inhibition, % at 6 µM | 65,000 tested, 0.1% active;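 active = inhibition above the screen-wide mean inhibition plus 3 SD, cut at about 21% in these data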; note: many of its hits are not listed in these tables
CatB mix inh: human cathepsin B inhibition by mixtures; 62,000 tested, 0.06% active; AID 488; Purified cathepsin B, AMC dipeptide fluorescence, compound mixtures; inhibition, %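 (ten-compound pools at 5 µM per compound and 50 µM total)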; P07858; in the data active = inhibition above about 22%, passing the limit was not always enough; inconclusive = no clear call, values can overlap the other calls;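 note: 0% = enzyme without compound and 100% = no enzyme blank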
Her2 expr inh: Her2 kinase expression inhibition; SKBR-3 HER2 protein level, AlphaScreen, 18-24 h; active compounds read low; 65,000 tested, 0.69% active; P04626; HER2 level % of control, % at 10 µM;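 active = HER2 level under 5% of the carrier-only control; inconclusive = no clear call, values can overlap the other calls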;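 note: 100% = DMSO carrier and 0% = 500 nM PU-H71 HSP90 inhibitor; lower value means stronger loss of Her2 protein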
CatB inh: blocks human cathepsin B protease activity; purified cathepsin B, fluorogenic substrate, fluorescence; inhibition, %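 (tested at 10 µM)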; 63,000 tested, 0.1% active; in the data active = inhibition above about 21%;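 note: 0% = enzyme with no compound and 100% = no enzyme blank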
ROCK2 inh: blocks human Rho kinase 2 activity; AID 604; purified ROCK2, Kinase-Glo ATP depletion luminescence; 60,000 tested, 0.35% active; inhibition, % at 6 µM;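 active = inhibition above the screen-wide mean inhibition plus 3 SD, cut at about 18% in these data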;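 note: plate controls were DMSO wells for no effect and Y-27632 control wells after no-enzyme background subtraction for full effect; many of its hits are not listed in these tables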
CatL inh: inhibitors of human cathepsin L. P07711. purified cathepsin L, fluorogenic substrate, fluorescence. inhibition, %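 (tested at 10 µM)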. 58,000 tested, 0.17% active. AID 460; in the data active = inhibition above about 45%;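 note: 0% = enzyme with no compound and 100% = no enzyme blank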
Target sequence (P07711 114-288 limits assumed): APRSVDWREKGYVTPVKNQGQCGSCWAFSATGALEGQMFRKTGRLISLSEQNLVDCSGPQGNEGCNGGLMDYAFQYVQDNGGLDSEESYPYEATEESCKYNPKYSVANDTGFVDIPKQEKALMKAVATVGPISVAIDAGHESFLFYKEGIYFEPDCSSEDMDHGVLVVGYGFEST
Target sequence (P07711 292-333 limits assumed): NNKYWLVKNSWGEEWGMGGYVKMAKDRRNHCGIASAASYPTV
CatS block: human cathepsin S inhibition; P25774; recombinant cathepsin S, AMC dipeptide fluorescence, pooled mixtures; inhibition, %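 (tested at 5 µM per compound within 10-compound mixtures)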; 62,000 tested, 0.06% active; AID 501; in the data active = inhibition above about 32%, passing the limit was not always enough; inconclusive = no clear call, values can overlap the other calls;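 note: 0% = enzyme without compound and 100% = blank without enzyme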
Target sequence (P25774 115-331 limits assumed): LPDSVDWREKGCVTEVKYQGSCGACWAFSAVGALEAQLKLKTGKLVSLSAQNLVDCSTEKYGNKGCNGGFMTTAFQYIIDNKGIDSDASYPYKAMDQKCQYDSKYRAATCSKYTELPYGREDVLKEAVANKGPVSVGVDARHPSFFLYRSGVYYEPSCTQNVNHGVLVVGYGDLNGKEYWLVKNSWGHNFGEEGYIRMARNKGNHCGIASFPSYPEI
CatG inh: blocks human cathepsin G enzyme activity | P08311 | purified enzyme, AMC-tetrapeptide fluorescence, pooled mixtures | inhibition, % at 5 µM (by protocol) | 62,000 tested, 0.2% active | AID 581;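 active = inhibition above 20% in each of the two mixture wells holding the compound; inactive = inhibition of 20% or less in either well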;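 note: 0% = enzyme control without mixture and 100% = blank lacking enzyme; strong numbers were not always called active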
Target sequence (P08311 21-244 limits assumed): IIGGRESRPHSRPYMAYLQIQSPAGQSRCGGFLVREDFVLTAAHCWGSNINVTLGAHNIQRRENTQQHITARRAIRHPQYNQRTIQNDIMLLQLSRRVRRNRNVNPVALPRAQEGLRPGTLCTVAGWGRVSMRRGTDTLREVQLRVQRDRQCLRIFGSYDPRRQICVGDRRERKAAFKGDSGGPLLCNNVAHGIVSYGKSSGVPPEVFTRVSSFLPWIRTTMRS
* hit, by the source's call; ? = inconclusive; . = no result given. This is a subset; rates above refer to the full screens.

SMILES | C1s inh | PKA inh | CatB mix inh | Her2 expr inh | CatB inh | ROCK2 inh | CatL inh | CatS block | CatG inh
COc1ccc(S(=O)(=O)N(CCCN2CCCC2=O)Cc2cc3c(C)cc(C)cc3[nH]c2=O)cc1 | -4.8 | 4.7 | 0.2 | 99.5 | 3.5 | 4.1 | -8.3 | 8.2 | 6.7
Cn1c(-c2ccccc2)c(CCO)c2ccccc21 | -5.1 | -3.4 | -10.0 | 93.9 | -1.9 | -0.7 | -4.2 | -8.2 | 10.1
O=C(CSc1n[nH]c(-c2cccnc2)n1)Nc1ccnc2ccccc12 | 10.6 | 4.6 | 1.4 | 74.1 | 2.6 | 9.7 | 10.2 | 2.3 | 11.7
COc1ccc(NC(=O)c2oc3ccccc3c2NC(=O)C(C)(C)C)cc1 | -5.7 | -4.8 | -3.4 | 93.7 | -0.5 | -3.3 | 12.3 | 13.3 | -2.8
Cc1cc(NC(=O)CSc2nnc(-c3ccc4c(c3)OCCO4)o2)no1 | -11.0 | 6.9 | 1.4 | 91.5 | 5.5 | 7.2 | -1.3 | -3.4 | -0.8
CS(=O)(=O)N1CCC(C(=O)NCc2ccncc2)CC1 | -27.0 | 5.0 | 2.7 | 93.7 | -1.3 | 4.9 | -1.3 | -21.4 | -4.3
Cc1noc(C)c1C(=O)OCC(=O)c1c[nH]c2ccccc12 | 52.7 | 2.7 | 3.0 | 140.2 | 6.6 | 4.5 | 14.9 | 7.6 | 9.7
COCCN(CCOC)Cc1c(C)[nH]c2c(C)c(C)ccc2c1=O | 1.4 | 10.2 | 0.4 | 143.9 | 1.8 | 6.3 | 20.2 | 2.1 | 9.7
CC(CCc1ccccc1)NC(=O)COC(=O)C1=COCCO1 (stereo not given) | 10.1 | 1.9 | -2.7 | 106.0 | 2.5 | 2.2 | 10.2 | 13.0 | 16.1
CCN1C(=O)C2(C(C#N)=C(N)Oc3cc(C)oc(=O)c32)c2ccccc21 (stereo not given) | -26.3 | 6.5 | -1.1 | 121.5 | 3.5 | . | -2.4 | -6.0 | -3.1
COc1cc(C(C)=O)ccc1OCC(O)CNCC1(N2CCCCC2)CCCCC1 (stereo not given) | -26.1 | 4.8 | 5.4 | 104.2 | -4.7 | 1.2 | -4.6 | -5.9 | -0.7
Cn1cnnc1SCC(=O)Nc1ccccc1 | 7.9 | 4.5 | 6.0 | 98.4 | -1.2 | -4.0 | . | -2.1 | 11.9
CC1(C)CC(=O)C2=C(C1)NCN(Cc1ccccc1)C2 | -2.9 | 0.9 | -5.3 | 103.3 | 0.9 | 6.4 | . | 3.9 | 11.4
C=CCNC(=O)c1c(Cl)cccc1Cl | 4.2 | -1.4 | 1.5 | 79.3 | -3.7 | -1.9 | 9.5 | 6.1 | -0.1
COc1cc(OC)cc(C(=O)NCCn2ccc3ccccc32)c1 | 13.2 | 9.9 | -1.2 | 105.6 | 2.5 | -1.8 | 20.2 | 1.0 | 10.3
CCCOc1ccc(/C(O)=C2/C(=O)C(=O)N(CCCOC)C2c2cccnc2)cc1 (stereo not given) | 14.2 | 2.6 | 4.6 | 103.9 | 3.0 | -1.3 | . | -2.3 | 11.7
Cc1ccccc1NC(=O)Cc1nnc(SCC(=O)N2CCN(c3ccccc3)CC2)n1C | -13.5 | 4.4 | 5.4 | 94.8 | 2.7 | -1.1 | 5.3 | 6.1 | 2.1
CCC(=O)Nc1cc2c(cc1C(=O)CC)OCCO2 | 2.9 | 4.9 | -0.5 | 114.0 | -0.3 | . | -6.7 | -2.2 | 5.9
COC(=O)c1cccc(N2C(=O)c3ccccc3S2(=O)=O)c1 | 14.6 | 7.0 | 5.0 | 70.0 | 6.2 | -3.9 | -9.4 | 11.5 | -2.8
Cc1c(C(=O)N2CCOCC2)oc2ccc(S(=O)(=O)N3CCCCCC3)cc12 | 14.6 | -10.6 | 0.7 | 204.0 | 3.0 | . | 19.6 | 12.2 | 10.6
CCC(C)(C)n1nnnc1CN(Cc1ccco1)Cc1cc2cc3c(cc2[nH]c1=O)OCO3 | -15.7 | 6.4 | -0.2 | 104.4 | 3.9 | 2.6 | 12.3 | 10.3 | -4.8
COc1ccc(CNS(=O)(=O)c2ccc(S(=O)(=O)N3CCCCC3)cc2)cc1 | -3.4 | 2.5 | 6.0 | 101.9 | 0.7 | 0.6 | . | 0.4 | 1.6
CSCCC1(C(=O)O)NC(c2ccccc2O)C2C(=O)N(C(C)C)C(=O)C21 (stereo not given) | -17.0 | 5.6 | 0.4 | 77.0 | -0.7 | 4.9 | 6.4 | -1.0 | 7.2
Cc1csc2nc(=O)c3ccccc3n12 | -6.7 | -0.4 | 0.8 | 55.6 | 4.2 | 0.5 | -4.4 | 20.6 | -3.4
Cc1nc2ccccc2c2oc(C(=O)N3CCN(C(=O)c4ccco4)CC3)cc12 | 5.1 | 4.3 | 8.1 | 110.2 | -0.3 | 2.4 | 20.6 | 18.5 | 1.4
COc1cc(CN2CCC(C(=O)N3CCN(c4ccccc4F)CC3)CC2)cc(OC)c1OC | 2.9 | 6.3 | -3.1 | 99.0 | -0.7 | 3.5 | 10.9 | -8.9 | 5.9
Cn1c(=O)c(=O)n(C)c2cc(S(=O)(=O)N3CCOCC3)ccc21 | 7.9 | 8.0 | 0.6 | 71.0 | 5.8 | 7.5 | -2.4 | -5.0 | 6.3
N#C/C(=C(/O)COC(=O)CCCNC(=O)c1ccc(Cl)cc1)c1nc2ccccc2[nH]1 | -32.5 | 4.1 | -5.3 | 92.7 | -1.4 | 5.4 | 6.9 | -1.8 | -5.7
O=C(Cn1cnc2ccccc2c1=O)c1ccc2c(c1)OCCO2 | -52.4 | 6.0 | 0.7 | 84.4 | 4.6 | 7.4 | 1.8 | -3.3 | 1.6
CC(C)NC(=O)CN(c1cccc(Br)c1)S(C)(=O)=O | -14.7 | 0.9 | 3.3 | 91.1 | 0.8 | 5.7 | 17.4 | 4.1 | 1.2
COc1ccc2nc(NC(=O)CSc3nnnn3C3CCCCC3)sc2c1 | 4.4 | 9.4 | 0.0 | 125.0 | -0.1 | 0.9 | 3.4 | 9.4 | -5.4
CCn1c(SCC(=O)N2CCOCC2)nc2c(c1=O)SC(C)C2 (stereo not given) | -59.6 | 10.1 | 0.5 | 93.6 | 3.1 | 1.9 | 5.8 | 4.5 | -10.0
CN1CCN(CC(=O)Nc2ccc(Cl)cc2Cl)CC1 | -48.4 | 4.5 | -10.3 | 91.2 | -3.5 | -0.3 | 1.0 | -25.9 | -18.1
CCn1nnnc1SCC(=O)NCc1ccco1 | -28.4 | 4.6 | 3.0 | 67.8 | 2.8 | -4.3 | -2.9 | 1.8 | -8.8
CCOC(=O)c1nn(-c2ccc(OC)cc2)c(=O)c2c(NC(=O)c3ccco3)scc12 | -17.4 | -2.5 | -0.2 | 75.6 | -4.3 | -2.3 | -2.0 | 2.0 | -3.4
O=C(Nc1ccc2c(c1)OCCO2)c1ccc(Cl)c(S(=O)(=O)N2CCOCC2)c1 | -1.6 | 8.2 | -5.2 | 118.1 | -1.3 | 5.5 | 10.8 | -7.5 | 11.3
COc1ccc2cc3cc(C(=O)N4CCN(Cc5ccc6c(c5)OCO6)CC4)oc3nc2c1 | -13.7 | 14.5 | -5.7 | 114.4 | -2.6 | 5.6 | . | 5.6 | 9.7
CCn1cc(C(=O)OC(C)C(=O)Nc2c(C)n(C)n(-c3ccccc3)c2=O)c(=O)c2ccc(C)nc21 (stereo not given) | 1.0 | -5.7 | -2.9 | 96.9 | -1.5 | -4.2 | -2.6 | -3.9 | -1.0
c1cncc(-c2nnc(C3CCCCC3)o2)c1 | -38.6 | -1.9 | -7.4 | 98.2 | 2.2 | -5.8 | 10.8 | -10.5 | -13.6
CCCc1nc2n[nH]c(N)c2c2c1CCCC2 | . | 8.4 | . | 116.2 | -0.2 | -4.1 | 16.5 | . | .
Cc1nn(Cc2ccccc2)c(C)c1CCC(=O)O | -10.2 | 7.0 | -2.5 | 85.8 | 0.0 | 4.8 | 8.0 | 4.0 | -3.1
COc1ccc(N=c2oc3cc(O)ccc3cc2C(=O)NCC2CCCO2)cc1 (stereo not given) | -36.1 | 0.4 | -5.1 | 96.9 | 2.3 | 7.1 | -23.4 | 0.9 | 4.0
COc1ccc(-c2cc3ccccc3oc2=O)cc1NC(=O)c1ccc(Br)o1 | -45.2 | 0.5 | 32.9 | 98.5 | 6.1 | -6.0 | -27.1 | 1.7 | -9.8
COc1ccccc1-n1cnnc1SC1CCOC1=O (stereo not given) | 3.4 | 8.4 | 1.3 | 113.9 | 3.7 | 3.9 | 0.7 | -4.4 | 10.6
COc1cc(-n2c(=O)c3ccccc3n(Cc3cccnc3)c2=O)cc(OC)c1OC | 5.1 | -1.8 | 6.0 | 78.3 | -6.8 | 1.5 | -10.8 | -5.3 | 0.3
CC1CCN(Cc2ccc(NC(=O)CC3Oc4ccccc4NC3=O)cc2)CC1 (stereo not given) | -22.8 | 5.3 | -1.5 | 77.8 | -1.1 | 0.5 | . | ? | -1.6
CN(CC(=O)Nc1ccc(Cl)cc1)CC(=O)Nc1cc(Cl)ccc1C#N | 16.3 | -0.3 | 18.1 | 94.4 | 0.5 | -8.0 | -6.2 | -6.3 | 16.1
COc1ccc(CC(=O)N2CCN(C(=O)c3ccco3)CC2)cc1 | -40.5 | 8.6 | -4.8 | 96.0 | 1.5 | 8.0 | -8.7 | -6.8 | 0.3
O=C(c1ccccc1F)N(Cc1ccc(F)cc1)C1CCS(=O)(=O)C1 (stereo not given) | 5.8 | 4.5 | 3.1 | 91.5 | -4.4 | 1.2 | 11.7 | 5.1 | 0.4
COc1ccc(N)cc1C#N | -3.6 | 4.3 | 1.8 | 77.0 | 3.9 | -3.9 | 8.8 | 13.3 | -2.6
Cc1ccc(NS(=O)(=O)c2cc(C(=O)N3CCOCC3)ccc2C)cc1 | -3.9 | 8.9 | -0.3 | . | -1.1 | 8.9 | 6.7 | 4.9 | 15.8
CCC(=O)Nc1ccc2c(c1)nc1n2CCSC1 | -3.7 | 8.0 | 3.4 | 87.0 | 1.9 | -0.3 | -3.5 | 22.8 | -9.7
CCC(C)(C(=O)NC1CCCC1)N(CC1CCCO1)C(=O)c1ccc2c(c1)OCO2 (stereo not given) | -8.3 | 11.0 | 3.3 | 98.2 | -5.6 | 5.3 | -10.7 | -8.9 | -1.2
CCS(=O)(=O)N1CCCC(C(=O)N2CCc3ccccc3C2)C1 (stereo not given) | 5.4 | -3.0 | 8.6 | 102.0 | -2.3 | 0.6 | -2.6 | -12.6 | 2.2
Cc1nn(Cc2ccccc2)c(N)c1-c1ccccc1 | -248.6 | 8.0 | -12.8 | 96.8 | -0.8 | 5.0 | -10.7 | -28.1 | -22.1
Cn1c(CN2CCOCC2)nc2cc(NC(=O)c3ccccc3Cl)ccc21 | 17.6 | 4.3 | 4.6 | 94.4 | -0.5 | 9.2 | 7.9 | -4.0 | 6.7
N#CCCn1cnc2ccccc21 | -58.9 | 2.9 | -0.8 | 106.5 | 9.5 | 0.3 | 2.8 | 2.8 | -20.7

Full records from above. Order of values: C1s inh, PKA inh, CatB mix inh, Her2 expr inh, CatB inh, ROCK2 inh, CatL inh, CatS block, CatG inh
`CCC(=O)Nc1cc2c(cc1C(=O)CC)OCCO2` across the screens: 2.9, 4.9, -0.5, 114.0, -0.3, ., -6.7, -2.2, 5.9
`CSCCC1(C(=O)O)NC(c2ccccc2O)C2C(=O)N(C(C)C)C(=O)C21` (stereo not given) across the screens: -17.0, 5.6, 0.4, 77.0, -0.7, 4.9, 6.4, -1.0, 7.2
